Screening data as filed in PubChem.
LEDGF integ inh: blocks HIV-1 LEDGF/p75-dependent DNA integration. inhibition, % at 3.7 µM. 0.64% of 370,000 active. TR-FRET IN-LEDGF/p75 DNA integration, Eu/Cy5;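 active means inhibition above the screen-wide mean plus 3 SD, cut at about 13% in these data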;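 further: signal is the Cy5 over europium emission ratio at 671 and 618 nm; 0% = plate median of compound wells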
ABHD4 inh: inhibitors of mouse ABHD4; 0.54% of 370,000 active; inhibition, % at 8.92 µM; purified mABHD4, FP-Rh probe fluorescence polarization; Q8VD66;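 active means inhibition exceeding the mean over every tested compound plus 3 SD, cut at about 30% in these data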;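 further: 0% = plate median of compound wells and 100% = S159A mutant with DMSO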
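Assay system: wild-type mouse ABHD4 protein; compound: single nominal dose of 8.92 µM, 0.89% DMSO final; schedule: 45 min + 60 min at 25 °C; measured by: FP readout, ex 525 nm / em 598 nm; evaluation: % inhibition of FP-Rh probe binding versus controls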
PG9 binder: binds the HIV-1 gp120 antibody PG9 | 0.43% of 360,000 active | inhibition, % at 6.7 µM | TR-FRET gp120-PG9 antibody binding | AID 624416; in the data active means inhibition above about 8.5%
rCAG RNA binder: r(CAG) repeat RNA binding. TO-PRO-1 dye displacement fluorescence. inhibition, % at 3 µM. 1.3% of 370,000 active;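 active means inhibition above the plate cutoff, the mean of all test compounds on that plate plus 3 SD, cut at about 35% in these data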;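 further: 0% = DMSO alone and 100% = 100 µM mitoxantrone as full dye displacement; higher means more dye released from RNA so lower well fluorescence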
PRMT1 inh: inhibitors of human PRMT1 | Q99873 | recombinant PRMT1, activity-based probe fluorescence polarization | inhibition, % at 2.79 µM | 1.3% of 370,000 active;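 active means inhibition above about 21% made by adding two undisclosed values, limit read from the data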
Target sequence (Q99873 whole entry, looked up): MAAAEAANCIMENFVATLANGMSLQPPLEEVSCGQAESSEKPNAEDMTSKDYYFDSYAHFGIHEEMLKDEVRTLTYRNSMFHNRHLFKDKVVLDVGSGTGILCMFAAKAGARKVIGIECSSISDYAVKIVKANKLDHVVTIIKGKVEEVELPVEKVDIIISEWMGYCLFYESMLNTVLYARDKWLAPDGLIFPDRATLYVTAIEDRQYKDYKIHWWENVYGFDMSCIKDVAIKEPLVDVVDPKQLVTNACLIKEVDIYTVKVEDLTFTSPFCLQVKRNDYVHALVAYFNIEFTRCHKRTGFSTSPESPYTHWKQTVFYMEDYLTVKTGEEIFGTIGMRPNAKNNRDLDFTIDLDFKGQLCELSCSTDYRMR
TCR-CD3 inh: human TCR-CD3 binding inhibition; TAMRA-labeled TCR probe fluorescence, biochemical; inhibition, % at 9.4 µM; 0.37% of 360,000 active; in the data active means inhibition above about 19%;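 further: recombinant mutant TCR 2C K166C tagged with TAMRA read by polarization; 0% = receptor in buffer alone and 100% = receptor with positive control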
SIAE inh: human SIAE inhibition, primary screen; Q9HAT2; SIAE FP-Rh probe binding, fluorescence polarization; inhibition, % at 9.66 µM; 0.69% of 370,000 active;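 active means inhibition above a cutoff: mean of compounds within the control limits plus 3 SD of those, cut at about 17% in these data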;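 further: 0% = plate median of compound wells and 100% = probe without SIAE protein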
Target sequence (Q9HAT2 whole entry, looked up): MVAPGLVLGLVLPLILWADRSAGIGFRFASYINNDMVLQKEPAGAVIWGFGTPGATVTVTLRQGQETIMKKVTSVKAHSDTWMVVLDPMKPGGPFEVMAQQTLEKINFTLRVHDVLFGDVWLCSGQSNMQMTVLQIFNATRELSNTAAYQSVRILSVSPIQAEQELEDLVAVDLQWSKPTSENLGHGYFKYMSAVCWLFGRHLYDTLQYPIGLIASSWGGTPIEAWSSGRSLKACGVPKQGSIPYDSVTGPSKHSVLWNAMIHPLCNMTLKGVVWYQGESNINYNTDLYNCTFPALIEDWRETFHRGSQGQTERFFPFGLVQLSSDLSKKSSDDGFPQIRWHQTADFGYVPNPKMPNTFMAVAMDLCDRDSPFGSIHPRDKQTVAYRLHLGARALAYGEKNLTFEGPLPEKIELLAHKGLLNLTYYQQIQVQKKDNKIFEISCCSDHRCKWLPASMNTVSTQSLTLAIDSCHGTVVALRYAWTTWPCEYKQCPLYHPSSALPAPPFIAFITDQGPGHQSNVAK
Rev-erbA mod: modulators of human Rev-erb alpha DNA binding; P20393; Rev-erbα–FITC-DNA binding, fluorescence polarization, 90 min; activity, % at 10 µM; 0.79% of 370,000 active; AID 1259318;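 active means activity above about 14%, limit read from the data; passing the limit was not always enough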;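 further: 0% = DMSO wells with 35 nM protein and 100% = DMSO wells with 750 nM protein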
HTRA1 inh: HTRA1 (human) protease inhibition. Q92743. recombinant HTRA1, FP-rhodamine activity-based probe, fluorescence polarization. inhibition, % at 5.96 µM. 0.5% of 340,000 active. AID 504803; in the data active means inhibition above about 36%;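 further: 0% = enzyme with DMSO and 100% = wells lacking enzyme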
TDP2 inh: blocks human TDP2 phosphodiesterase activity. O95551. recombinant TDP2, T5PNP hydrolysis, p-nitrophenol absorbance 415 nm. inhibition, % at 12.8 µM. 0.34% of 370,000 active. AID 720702;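 active means inhibition above the mean of all tested compounds plus 3 SD, set per campaign, cut at about 25% in these data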;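 further: 0% = DMSO with enzyme and 100% = buffer with substrate but no TDP2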
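Assay system: Recombinant human TDP2 | Quantity: 120 nM TDP2 per well | Incubation: 2 h at 37 °C | Signal: Epi absorbance | Evaluation: Percent inhibition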
Numbers without * were called inactive. Only part of the results is shown; rates above refer to the full screens.

`COc1cccc(C2NC(=O)NC(C)=C2C(=O)OCC2CCCO2)c1` (configuration not stated) gave LEDGF integ inh -1, ABHD4 inh 0, PG9 binder -1.6, rCAG RNA binder -2, PRMT1 inh 6, TCR-CD3 inh -5, SIAE inh 0, Rev-erbA mod -6, HTRA1 inh 1 and TDP2 inh -4.
For Cc1ccc(CNc2ccc(N3CCOCC3)cc2)cc1 the results were LEDGF integ inh 7, ABHD4 inh 19, PG9 binder -6.2, rCAG RNA binder -1, PRMT1 inh -1, TCR-CD3 inh 4, SIAE inh 10, Rev-erbA mod 5, HTRA1 inh 35 and TDP2 inh 23.
`CC(=O)N1Cc2ccccc2CC1C(=O)N1CCN(c2ccccc2)CC1` (configuration not stated) gave LEDGF integ inh 10, ABHD4 inh -4, PG9 binder -1.1, rCAG RNA binder -4, PRMT1 inh -3, TCR-CD3 inh 5, SIAE inh -6, Rev-erbA mod 7, HTRA1 inh 6 and TDP2 inh -9.
`O=C(C(Cc1ccccc1)n1cccc1)N1CCCCCC1` (configuration not stated) gave LEDGF integ inh -4, ABHD4 inh 2, PG9 binder -0.3, rCAG RNA binder 0, PRMT1 inh 1, TCR-CD3 inh 3, SIAE inh -8, Rev-erbA mod -6, HTRA1 inh -8 and TDP2 inh 5.
CCN1CCN(c2nc(N)c([N+](=O)[O-])c(Nc3ccc(C)c(C)c3)n2)CC1 was read as LEDGF integ inh 3, ABHD4 inh -6, PG9 binder 2.3, rCAG RNA binder 1, PRMT1 inh -2, TCR-CD3 inh -1, SIAE inh 2, Rev-erbA mod 1, HTRA1 inh 3 and TDP2 inh 4.
For Cc1ccc(S(=O)(=O)N2CCN(C(=O)COC(=O)CCOc3ccccc3C)CC2)cc1 the results were LEDGF integ inh 7, ABHD4 inh -3, PG9 binder -2.5, rCAG RNA binder -6, PRMT1 inh -1, TCR-CD3 inh 4, SIAE inh 0, Rev-erbA mod -7, HTRA1 inh -6 and TDP2 inh -6.
Cc1cc(NC(=O)c2cccnc2)ccc1NC(=O)c1ccco1 was read as LEDGF integ inh 1, ABHD4 inh 0, PG9 binder 0.6, rCAG RNA binder -1, PRMT1 inh -6, TCR-CD3 inh 7, SIAE inh 10, Rev-erbA mod -5, HTRA1 inh -1 and TDP2 inh 11.
For CC(C)OC(=O)CC12CN3CC(CC(=O)OC(C)C)(CN(C1)C(=O)c1ccccc1C3=O)C2=O the results were LEDGF integ inh -1, ABHD4 inh 0, PG9 binder 1.5, rCAG RNA binder -1, PRMT1 inh 3, TCR-CD3 inh 4, SIAE inh -5, Rev-erbA mod 4, HTRA1 inh 6 and TDP2 inh -8.
For COc1ccc(S(=O)(=O)N2CCN(Cc3ccc(Cl)cc3)CC2)cc1 the results were LEDGF integ inh 0, ABHD4 inh 7, PG9 binder 1.2, rCAG RNA binder -3, PRMT1 inh 5, TCR-CD3 inh -2, SIAE inh -3, Rev-erbA mod 3, HTRA1 inh -11 and TDP2 inh 9.
For Nc1c(C(=O)NCc2ccccc2)nnn1Cc1ccccc1 the results were LEDGF integ inh 0, ABHD4 inh -7, PG9 binder -3.2, rCAG RNA binder 1, PRMT1 inh -5, TCR-CD3 inh 1, SIAE inh -1, Rev-erbA mod -2, HTRA1 inh 3 and TDP2 inh -1.
Screening COc1ccc(C(C[N+](=O)[O-])c2c(-c3ccccc3)cc3ccccn23)cc1 (configuration not stated) returned LEDGF integ inh -2, ABHD4 inh 17, PG9 binder 1.5, rCAG RNA binder 11, PRMT1 inh 7, TCR-CD3 inh -12, SIAE inh 9, Rev-erbA mod 0, HTRA1 inh 15 and TDP2 inh 3.
`CN(Cc1ccon1)C(=O)C1CCC(=O)N(CCc2ccc(Cl)cc2)C1` (configuration not stated) gave LEDGF integ inh -6, ABHD4 inh 1, PG9 binder 2.1, rCAG RNA binder 1, PRMT1 inh 2, TCR-CD3 inh 4, SIAE inh -2, Rev-erbA mod 0, HTRA1 inh -1 and TDP2 inh -5.
Screening CCCOc1nc(N)c(C#N)c(-c2ccccc2F)c1C#N returned LEDGF integ inh 4, ABHD4 inh -8, PG9 binder -1.8, rCAG RNA binder -4, PRMT1 inh 1, TCR-CD3 inh -1, SIAE inh -2, Rev-erbA mod 17, HTRA1 inh -19 and TDP2 inh 0.
For Cc1n[nH]c(C)c1S(=O)(=O)NCCc1c[nH]c2ccccc12 the results were LEDGF integ inh -3, ABHD4 inh 0, rCAG RNA binder 2, PRMT1 inh 2, SIAE inh 4, Rev-erbA mod 0 and TDP2 inh 9.
For COC(=O)CN(C)C(=O)c1ccc(OC2CCN(S(=O)(=O)N(C)C)CC2)cc1 the results were LEDGF integ inh -3, ABHD4 inh -2, PG9 binder -2.4, rCAG RNA binder -2, PRMT1 inh 4, TCR-CD3 inh 3, SIAE inh -6, Rev-erbA mod -5, HTRA1 inh 0 and TDP2 inh -8.
Screening CC(C)NS(=O)(=O)c1ccc(CCC(=O)O)cc1 returned LEDGF integ inh -3, ABHD4 inh 6, PG9 binder -0.8, rCAG RNA binder 0, PRMT1 inh -1, TCR-CD3 inh 1, SIAE inh -2, Rev-erbA mod -3, HTRA1 inh 8 and TDP2 inh -4.
C[C@@H]1CN([C@H](C)CO)C(=O)c2c(c3ccccc3n2C)-c2ccccc2CO[C@H]1CN(C)Cc1ccc(C(F)(F)F)cc1 was read as LEDGF integ inh 1, ABHD4 inh -11, PG9 binder -1.3, rCAG RNA binder 4, PRMT1 inh -5, TCR-CD3 inh -1, SIAE inh -9, Rev-erbA mod -1, HTRA1 inh -37 and TDP2 inh -4.
Clc1cccc(Cc2c(-c3ccco3)nc3ccc(Cl)cn23)c1 was read as LEDGF integ inh 2, ABHD4 inh 7, PG9 binder -0.4, rCAG RNA binder 26, PRMT1 inh 47*, TCR-CD3 inh -2, SIAE inh 6, Rev-erbA mod -7 and TDP2 inh -8.
COc1cc(C(=O)Oc2cccnc2)cc(OC)c1OC was read as LEDGF integ inh 3, ABHD4 inh -2, PG9 binder -3.6, rCAG RNA binder -2, PRMT1 inh 0, TCR-CD3 inh 0, SIAE inh -1, Rev-erbA mod 3, HTRA1 inh 3 and TDP2 inh -14.
Screening COC(=O)c1c(C)nc2c(c(SC)nn2-c2ccccc2)c1N returned LEDGF integ inh 2, ABHD4 inh 0, PG9 binder 0.7, rCAG RNA binder 2, PRMT1 inh 0, TCR-CD3 inh 1, SIAE inh -5, Rev-erbA mod 6, HTRA1 inh 0 and TDP2 inh 1.
CC(Sc1nnc(C2CC2)n1C1CC1)C(=O)N(C)Cc1cccc(F)c1 (configuration not stated) was read as LEDGF integ inh 1, ABHD4 inh -3, PG9 binder -1.8, rCAG RNA binder 0, PRMT1 inh 0, TCR-CD3 inh -6, SIAE inh 10, Rev-erbA mod 2, HTRA1 inh 3 and TDP2 inh -9.
`CCN(CC)S(=O)(=O)c1ccc(O)c(C(=O)OCC(=O)N2CCCc3ccccc32)c1` gave LEDGF integ inh 5, ABHD4 inh 14, PG9 binder 1.1, rCAG RNA binder 8, PRMT1 inh -3, TCR-CD3 inh 6, SIAE inh -8, Rev-erbA mod 2, HTRA1 inh 0 and TDP2 inh -16.
`CN1CCN(c2ccccc2NC(=O)c2ccc(OCc3ccccc3)cc2)CC1` gave LEDGF integ inh 1, ABHD4 inh 3, PG9 binder -0.3, rCAG RNA binder -7, PRMT1 inh -2, TCR-CD3 inh 2, SIAE inh 4, Rev-erbA mod -1, HTRA1 inh -31 and TDP2 inh -5.
`COC(=O)C1=CN(Cc2ccc(OC)c(OC)c2)C=C(C(=O)OC)C1c1cccc(O)c1` gave LEDGF integ inh -4, ABHD4 inh 0, PG9 binder -1.0, rCAG RNA binder -1, PRMT1 inh 4, TCR-CD3 inh -1, SIAE inh 1, Rev-erbA mod -2, HTRA1 inh -2 and TDP2 inh -4.
`CCOCCNC(=O)c1ccc2c3c(cccc13)CC2` gave LEDGF integ inh 2, ABHD4 inh 6, PG9 binder -0.3, rCAG RNA binder 0, PRMT1 inh -1, TCR-CD3 inh -2, SIAE inh -6, Rev-erbA mod 1, HTRA1 inh -1 and TDP2 inh 0.
CN(C)c1ccc(C=C2C=Cc3ccccc32)cc1 was read as LEDGF integ inh 4, ABHD4 inh 7, PG9 binder 1.3, rCAG RNA binder 3, PRMT1 inh -2, TCR-CD3 inh -1, SIAE inh 8, Rev-erbA mod 2, HTRA1 inh 1 and TDP2 inh -1.
`O=C(NCCCNC(=O)c1ccc(Cl)cc1Cl)c1cnccn1` gave LEDGF integ inh 0, ABHD4 inh 1, PG9 binder -1.2, rCAG RNA binder 1, PRMT1 inh -2, TCR-CD3 inh 10, SIAE inh 7, Rev-erbA mod 6, HTRA1 inh 7 and TDP2 inh 16.
Screening O=C(O)c1ccc(NCc2cccs2)cc1 returned LEDGF integ inh 6, ABHD4 inh -2, PG9 binder -2.4, rCAG RNA binder 0, PRMT1 inh -1, TCR-CD3 inh -2, SIAE inh 18*, Rev-erbA mod 7, HTRA1 inh 6 and TDP2 inh -17.
`O=c1ccnc(Sc2ncccc2[N+](=O)[O-])[nH]1` gave LEDGF integ inh -2, ABHD4 inh -2, PG9 binder -2.7, rCAG RNA binder -6, PRMT1 inh 20, TCR-CD3 inh -4, SIAE inh 0, Rev-erbA mod -3, HTRA1 inh 4 and TDP2 inh -8.

Gathered by group: the compounds so far with a carbonyl joined to an NH by a bond outside any ring (5)
Cc1cc(NC(=O)c2cccnc2)ccc1NC(=O)c1ccco1 was read as LEDGF integ inh 1, ABHD4 inh 0, PG9 binder 0.6, rCAG RNA binder -1, PRMT1 inh -6, TCR-CD3 inh 7, SIAE inh 10, Rev-erbA mod -5, HTRA1 inh -1 and TDP2 inh 11.
For Nc1c(C(=O)NCc2ccccc2)nnn1Cc1ccccc1 the results were LEDGF integ inh 0, ABHD4 inh -7, PG9 binder -3.2, rCAG RNA binder 1, PRMT1 inh -5, TCR-CD3 inh 1, SIAE inh -1, Rev-erbA mod -2, HTRA1 inh 3 and TDP2 inh -1.
`CN1CCN(c2ccccc2NC(=O)c2ccc(OCc3ccccc3)cc2)CC1` gave LEDGF integ inh 1, ABHD4 inh 3, PG9 binder -0.3, rCAG RNA binder -7, PRMT1 inh -2, TCR-CD3 inh 2, SIAE inh 4, Rev-erbA mod -1, HTRA1 inh -31 and TDP2 inh -5.
`CCOCCNC(=O)c1ccc2c3c(cccc13)CC2` gave LEDGF integ inh 2, ABHD4 inh 6, PG9 binder -0.3, rCAG RNA binder 0, PRMT1 inh -1, TCR-CD3 inh -2, SIAE inh -6, Rev-erbA mod 1, HTRA1 inh -1 and TDP2 inh 0.
`O=C(NCCCNC(=O)c1ccc(Cl)cc1Cl)c1cnccn1` gave LEDGF integ inh 0, ABHD4 inh 1, PG9 binder -1.2, rCAG RNA binder 1, PRMT1 inh -2, TCR-CD3 inh 10, SIAE inh 7, Rev-erbA mod 6, HTRA1 inh 7 and TDP2 inh 16.
